RSV CPE inhibition – inhibition of RSV-induced cytopathic effect – HEp-2 cells, primary 10 µM value included (AID 2391). actives 0.13% (n = 310,000). CPE inhibition, % at 10 µM; hits with a dose series show IC50 in µM. HEp-2 cells, RSV-induced CPE inhibition; higher % means a stronger effect; in the data active = a potency from the dose series; inconclusive = CPE inhibition mostly from about 23% at the one dose, without a potency; inactive = the rest, 99 in 100 with CPE inhibition below about 21%; note: strong numbers were not always called active
human PMI inhibitors – human PMI inhibitors, high substrate, primary screen, biochemical, fluorescence intensity, high mannose 6-phosphate (AID 1220); actives 0.66% (n = 190,000); recombinant PMI enzyme, coupled fluorescence intensity; higher % means a stronger effect; one-dose inhibition, % at 20 µM; IC50 in µM for titrated hits
CSM14.1 death rescue – protection against thapsigargin-triggered cell killing – 384-well, CSM14.1, ATP luminescence, primary screen (AID 1222). CSM14.1 thapsigargin-induced death rescue, ATP luminescence; higher % means a stronger effect. cellular ATP content (survival), % at 20 µM; hits with a dose series show EC50 in µM. 190,000 tested, under 10 active;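 active = EC50 below 50 µM in the dose-response confirmation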;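 note: death triggered by thapsigargin at about 15 µM added after 2 h compound pretreatment; cell ATP read after overnight thapsigargin exposure of roughly 18 to 22 hours; normalized against plate controls of thapsigargin alone and 5% DMSO vehicle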
Large T inhibition – SV40 large T antigen inhibitors, biochemical (AID 1903). actives 0.39% (n = 310,000). inhibition, % at 20 µM, or IC50 in µM where a hit was titrated. SV40 large T antigen ATPase/helicase inhibition assay; higher % means a stronger effect; in the data active = a potency from the dose series; inconclusive = inhibition mostly from about 32% at the one dose, without a potency; inactive = the rest, 99 in 100 with inhibition below about 32%; note: strong numbers were not always called active
Ins promoter up – MIN6 insulin promoter up-regulation; MIN6 insulin promoter-GFP reporter, high-content imaging; hits give high values; z-score at 5 µM; actives 0.3% (n = 190,000); AID 1625;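 active = z-score above 3 at 5 µM with at least 500 cells counted in the well; inconclusive = wells under 500 cells, flagged as cytotoxic or low count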
TNAP activators – stimulation of alkaline phosphatase TNAP activity – biochemical, luminescent, no phosphate acceptor, uHTS, primary screen (AID 1001); purified TNAP, luminescent activation assay, no phosphate acceptor; higher activation fold means a stronger effect; activation fold at 20 µM, or EC50 in µM where a hit was titrated; actives 0.03% (n = 200,000); in the data active = activation fold from about 3, or a potency from the dose series; inactive = the rest, 99 in 100 with activation fold below about 1.6; note: many of its hits are not listed in these tables
West Nile antiviral – West Nile virus antiviral activity, cell-based, CPE readout (AID 1621); West Nile virus-infected cells, CPE inhibition; higher % means a stronger effect; one-dose CPE inhibition, % at 10 µM; IC50 in µM for titrated hits; actives 0.02% (n = 290,000); in the data active = a potency from the dose series; inconclusive = CPE inhibition mostly from about 3.7% at the one dose, without a potency; inactive = the rest, 99 in 100 with CPE inhibition below about 2.2%; note: strong numbers were not always called active
Salmonella PhoP GFP – inhibitors of PhoP regulon expression, primary screen, Salmonella Typhimurium, GFP reporter (AID 1863); S. Typhimurium PhoP-regulated promoter GFP reporter, 4 h; higher % means a stronger effect; inhibition, % at 50 µM; hits with a dose series show IC50 in µM; actives 0.16% (n = 300,000);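 active = inhibition over 29.93%, a cutoff 3 SD above the screen mean, later confirmed by dose response; inconclusive = inhibition over 29.93% but no dose response follow-up; inactive = inhibition at most 29.93% or unconfirmed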;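 note: 0% = low Mg2+ inducing control and 100% = high Mg2+ repressing control; strong numbers were not always called active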
PMI inhibitors – inhibitors of human PMI, primary screen, biochemical, fluorescence intensity, coupled assay (AID 1209); actives 0.42% (n = 190,000); purified PMI enzyme, coupled fluorescence intensity; higher % means a stronger effect; inhibition, % at 20 µM, or IC50 in µM where a hit was titrated;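 note: plate controls were DMSO vehicle for no effect and wells lacking substrate for full effect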
Ins promoter up cell count – further read-out of Ins promoter up, marked with its call; cell count; measured here: cytotoxicity, nuclei count;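 total cells summed across four imaged fields per well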
* marks the source's active call; other numbers are inactive results; ? = inconclusive; · = no result given. Cut-off read from the data, not from the text of the source, unless noted: active = inhibition above about 50%; inactive = the rest.

mol,Ins promoter up cell count,Salmonella PhoP GFP,RSV CPE inhibition,West Nile antiviral,Large T inhibition,human PMI inhibitors,CSM14.1 death rescue,TNAP activators,Ins promoter up,PMI inhibitors
CCCCOc1ccc(S(=O)(=O)n2c(C)nc3ccccc32)cc1,1099,9%,1.3%,-0.5%,3%,-3%,·,1.1,-0.27,4%
Cc1ccc(C(=O)O/N=C(\N)c2ccccn2)cc1Cl,·,-10%,12%,-0.6%,2%,·,·,·,·,·
Cc1ccc(OCC(=O)NCc2ccccn2)cc1,·,5%,2.9%,0.3%,16%,3%,-1.1%,1.1,·,0%
CCOC(=O)Cc1ccc(NC(=O)c2ccc([N+](=O)[O-])cc2)cc1,1686,-7%,?,-0.7%,-3%,2%,0.6%,1.1,-0.89,3%
Cc1ccc(-c2noc(CCCC(=O)NCC3CCCO3)n2)cc1 (centres undefined),·,2%,11%,-1.2%,-3%,·,·,·,·,·
O=C1c2sc3nc4ccccc4n3c2C(=O)N1c1ccccc1Cl,839,-3%,0.7%,0.5%,11%,-49%,-1.3%,1,1.5,-19%
O=C(CSc1nnc(Cc2ccccc2)o1)c1ccccc1,·,-8%,0.7%,-0.4%,24%,·,2.0%,1.1,·,·
COc1ccc2nc(NC(=O)CSc3nc4ccccc4o3)sc2c1,1086,4%,0.5%,-0.3%,8%,-6%,-1.5%,1.1,0.23,-2%
CCOC(=O)c1ccc(Oc2nc(NC)nc(SC)n2)cc1,1187,-5%,0.2%,1.7%,-5%,-2%,4.3%,1.1,-0.09,-1%
CC(=O)Nc1cc(N2C(=O)CCC2=O)ccc1Cl,1329,4%,1.9%,0.2%,9%,-3%,-2.0%,1.1,0.91,-3%
O=C1CSc2ccc(S(=O)(=O)NCc3ccc(Cl)cc3)cc2N1,·,11%,0.0%,-0.1%,0%,·,·,·,·,·
Cc1cc(C)cc(NC(=S)N(Cc2ccc(Cl)cc2)Cc2ccc(C(=O)O)cc2)c1,1289,-7%,20%,0.7%,10%,10%,-7.4%,1.1,-0.35,6%
CC(C)N1C(=O)CCC1C(=O)NCCc1ccc(Cl)cc1 (centres undefined),1138,8%,2.3%,·,0%,6%,1.2%,1.1,0.04,1%
CC(C)CCNC(=O)c1nn(Cc2ccccc2)c(=O)c2ccccc12,·,5%,1.6%,-1.0%,4%,·,·,·,·,·
Cc1ccc(/C=N/Nc2nc3ccccc3[nH]2)s1,1222,?,3.9%,-0.9%,18%,-11%,-2.6%,1.8,-0.72,-4%
Cc1cccc(NC(NC(=O)Cc2ccccc2)C(Cl)(Cl)Cl)c1 (centres undefined),1345,-6%,-0.1%,-1.1%,1%,0%,1.0%,1.1,-0.48,7%
COc1ccc(NC(=O)C2CCCN(S(=O)(=O)c3ccc4c(c3)CCCN4C(C)=O)C2)cc1 (centres undefined),·,-2%,13%,0.1%,0%,·,·,·,·,·
CCC(=O)Nc1ccc(Cl)c(NC(=O)c2ccc([N+](=O)[O-])cc2)c1,1315,-3%,1.5%,0.5%,28%,-6%,-1.9%,1.1,-0.2,-5%
C=CCn1c(SCC(=O)NNC(=O)Nc2ccc(C)cc2)nnc1-c1ccccc1,998,-8%,2.0%,0.5%,9%,·,·,·,-0.4,·
Cn1cnc([N+](=O)[O-])c1C(=O)Nc1cccc([N+](=O)[O-])c1,1202,-2%,-0.2%,-0.5%,5%,-3%,-2.4%,1,1.5,-3%
O=C1C2CCCN2C(c2cccc(Br)c2)N1c1ccc(F)cc1 (centres undefined),938,-2%,1.8%,-0.5%,0%,0%,-0.4%,1.1,1.5,-6%
Fc1ccc(/C=N/N2CCN(Cc3ccccc3)CC2)cc1,·,-4%,0.4%,-0.8%,5%,·,·,·,·,·
COc1ccc(NC(=S)NC(NC(=O)c2ccc(Cl)cc2Cl)C(Cl)(Cl)Cl)c([N+](=O)[O-])c1 (centres undefined),926,4%,6.9%,-0.6%,10%,10%,-0.8%,1,-1.1,22%
CC(=O)Nc1ccc(S(=O)(=O)Nc2ccc(S(=O)(=O)Nc3nc(C)cc(C)n3)cc2)cc1,·,12%,1.3%,0.2%,3%,·,·,·,·,·
COc1ccc(/C=N/NC(=O)Nc2nonc2N)cc1,·,-2%,0.4%,0.6%,10%,4%,-1.6%,1.1,·,6%
O=C1N(Cc2cccnc2)C[C@@H]2C[C@@H](c3ccc4nonc4c3)N3CCC[C@@]123,·,3%,0.3%,-0.4%,38%,12%,0.7%,1.1,·,-10%
CCOC(=O)c1c(N)sc2c1CCSC2,936,4%,1.8%,0.6%,9%,-32%,-0.7%,1.2,0.27,-14%
CC(=O)Nn1cnc2c(c1=O)C1(CCCC1)Cc1ccccc1-2,·,2%,2.2%,-0.6%,6%,17%,-1.9%,1.1,·,21%
O=C(Nc1nnc(-c2ccccc2Cl)s1)C1CCN(S(=O)(=O)c2ccc(Cl)cc2)CC1,1365,-10%,-0.1%,1.7%,14%,-3%,-1.7%,1,-0.05,5%
COc1ccc(C(C(=O)NC2CCCC2)N(C(=O)c2snc(C(N)=O)c2N)C2CCCC2)cc1OC (centres undefined),·,4%,3.3%,-0.6%,1%,·,·,·,·,·

The list goes on, starting with the last 3 of the part before.
mol,Ins promoter up cell count,Salmonella PhoP GFP,RSV CPE inhibition,West Nile antiviral,Large T inhibition,human PMI inhibitors,CSM14.1 death rescue,TNAP activators,Ins promoter up,PMI inhibitors
CC(=O)Nn1cnc2c(c1=O)C1(CCCC1)Cc1ccccc1-2,·,2%,2.2%,-0.6%,6%,17%,-1.9%,1.1,·,21%
O=C(Nc1nnc(-c2ccccc2Cl)s1)C1CCN(S(=O)(=O)c2ccc(Cl)cc2)CC1,1365,-10%,-0.1%,1.7%,14%,-3%,-1.7%,1,-0.05,5%
COc1ccc(C(C(=O)NC2CCCC2)N(C(=O)c2snc(C(N)=O)c2N)C2CCCC2)cc1OC (centres undefined),·,4%,3.3%,-0.6%,1%,·,·,·,·,·
COc1cccc(NC(=O)CCNS(=O)(=O)c2ccc3c(c2)oc(=O)n3C)c1,·,-12%,1.8%,0.2%,10%,·,·,·,·,·
Cc1noc(C)c1CSCC(=O)Nc1nc2ccccc2s1,·,-6%,5.0%,-0.1%,5%,·,·,·,·,·
O=C1CN(C(=O)CNC(=O)c2cccc(Cl)c2)c2ccccc2N1,·,-6%,0.2%,0.0%,5%,-5%,-1.6%,1.1,·,-11%
O=C(Nc1ccccc1)C(c1ccccc1)C1CCCC1 (centres undefined),·,-4%,·,-0.5%,14%,13%,-2.5%,1.2,·,22%
CCN(CC)S(=O)(=O)c1ccc(C(=O)Nc2nnc(CSC)o2)cc1,1264,-5%,1.1%,-1.2%,12%,-17%,·,1,-0.7,-18%
CC(O)(CS(=O)(=O)c1ccc(Br)cc1)c1ccccc1 (centres undefined),·,4%,8.3%,0.1%,7%,·,·,·,·,·
Cn1c(=O)c(=O)n(C)c2cc(S(=O)(=O)N3CCN(Cc4ccccc4)CC3)ccc21,1394,-2%,1.5%,·,-5%,-1%,0.2%,1.1,-0.17,-8%
Cc1cc(C)n(C(C)CC(=O)Nc2ccc3c(c2)OCCO3)n1 (centres undefined),·,0%,-0.4%,0.5%,20%,·,·,·,·,·
COc1ccc(CCNC(=O)COC(=O)C23CC4CC(CC(Br)(C4)C2)C3)cc1,1416,13%,0.7%,0.1%,-6%,6%,-0.9%,1.1,0.44,4%
CC(C)=C1C2CCC1C1C(=O)N(NC(=O)COc3ccc(C(C)(C)C)cc3)C(=O)C21 (centres undefined),897,-9%,12%,-0.7%,7%,6%,2.0%,1,-0.06,11%
CCCCNC(=O)Cn1nc([N+](=O)[O-])c([N+](=O)[O-])c1C,1465,-11%,1.2%,0.0%,3%,2%,-1.9%,1,-0.59,-5%
CC(C)(CN1CCc2ccccc2C1)NS(=O)(=O)c1ccc(Cl)cc1,963,-6%,1.5%,0.0%,7%,·,·,·,0.32,·
COCc1nnc(NC(=O)C2CC(=O)N(CCc3ccc(F)cc3)C2)s1 (centres undefined),·,10%,0.1%,0.7%,-4%,·,·,·,·,·
O=C(CN1CCN(Cc2ccc(Cl)cc2)CC1)N/N=C/c1cccc(F)c1,1145,1%,0.2%,0.8%,12%,·,·,·,0.46,·
O=C(Cn1c2[n+](c3ccc(C(F)(F)F)cc31)CCCCC2)Nc1ccc(Br)cc1,1310,6%,-1.5%,0.1%,9%,10%,-0.5%,1.1,0.16,45%
c1ccc(-n2cccc2)c(N2CCCCC2)c1,1034,-6%,0.4%,0.0%,3%,·,·,·,0.27,·
CCN1CCN(c2oc(COc3ccc(Cl)cc3)nc2C#N)CC1,960,33%,-2.4%,-0.7%,20%,·,·,·,0.89,·
COc1ccc(OC)c(CNCCNC(=O)c2ccco2)c1,917,13%,·,0.3%,8%,4%,0.3%,1.1,-0.53,7%
N/C(=N\OC(=O)c1cccc(Cl)c1)c1cccnc1,822,2%,1.2%,0.5%,9%,4%,-3.3%,1,1.3,10%
CCn1c(CC(=O)Nc2ccc(Cl)c(Cl)c2)nnc1SCc1ccc(C)cc1,1404,-4%,1.0%,-0.9%,17%,-6%,-1.2%,1.2,0.59,6%
O=C(NCc1ccccc1)C(c1ccc(F)cc1)N(Cc1ccc2c(c1)OCO2)C(=O)Cn1nnc(-c2cccs2)n1 (centres undefined),·,4%,-0.2%,-0.1%,1%,-2%,-4.7%,1.1,·,-1%
COc1ccc(N2CCN(C(=O)C3CCN(S(=O)(=O)N4CCOCC4)CC3)CC2)cc1,·,-4%,·,-0.5%,21%,2%,-1.4%,1,·,-7%
COc1ccc2c(c1OC)C(=O)N1N=C(c3ccc(-c4ccccc4)cc3)CC21 (centres undefined),1120,-2%,0.8%,-1.0%,7%,-9%,-0.5%,1,-0.42,-3%
COc1cccc(CN2C(=O)C3CCCN3c3ccc(S(=O)(=O)N4CCOCC4)cc32)c1 (centres undefined),1534,-2%,16%,-0.6%,8%,-1%,2.6%,1,-0.54,4%
CCOC(=O)C1CCN(S(=O)(=O)c2cccc(-c3csc(C)n3)c2)CC1,1202,3%,-0.1%,0.2%,-9%,13%,·,1.1,0.19,23%
Cc1nnc(-c2ccc(Oc3ccc(Br)cc3)c([N+](=O)[O-])c2)o1,1335,-27%,0.1%,-1.7%,8%,15%,2.1%,1.1,-0.07,17%
Cc1nn(-c2ccccc2)c(N)c1N=Nc1ccc2ccccc2c1,1304,-12%,?,-1.3%,2%,15%,-1.8%,0.8,-0.73,10%

Source: PubChem (several laboratories)
